Screening data from PubChem BioAssay.
Furin inh: blocks human furin protease activity; P09958; purified furin, fluorogenic substrate cleavage; inhibition, % at 30 µM; 220,000 tested, 0.061% active; AID 463115; in the data active means inhibition above about 25%; further: inactives centre near -15
m-calpain inh: calpain II (pig) inhibition; purified calpain II, fluorogenic peptide substrate, 30 min; inhibition, % at 16 µM; 220,000 tested, 0.37% active; AID 1236;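 active means inhibition above about 50%, limit read from the data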
PERK inhibitor: inhibitors of human PERK kinase. Q9NZJ5. CHO PERK-DD fusion, SEAP luminescence translation reporter. inhibition, % at 5.6 µM. 220,000 tested, 0.17% active. AID 1416;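 active means inhibition above the mean inhibition of all tested compounds plus 3 SD, set separately per screening campaign, cut at about 2.9% in these data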;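 further: PERK kinase domain activated by AP20187 dimerizer at 100 nM; 0% = DMSO with dimerizer and 100% = rapamycin at 8.4 µM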
FXIa inh 1536: blocks human coagulation factor XIa protease activity; purified FXIa, Boc-Glu-Ala-Arg-AMC fluorogenic substrate; inhibition, % at 5 µM; 220,000 tested, 0.14% active; AID 798;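 active means inhibition of at least 40%; inactive means inhibition below 40%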;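 further: fluorescence of freed AMC excited at 355 nm; 0% = enzyme without compound and 100% = no enzyme blank; many of its hits are not listed in these tables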
Target sequence (P03951 19-387 limits assumed): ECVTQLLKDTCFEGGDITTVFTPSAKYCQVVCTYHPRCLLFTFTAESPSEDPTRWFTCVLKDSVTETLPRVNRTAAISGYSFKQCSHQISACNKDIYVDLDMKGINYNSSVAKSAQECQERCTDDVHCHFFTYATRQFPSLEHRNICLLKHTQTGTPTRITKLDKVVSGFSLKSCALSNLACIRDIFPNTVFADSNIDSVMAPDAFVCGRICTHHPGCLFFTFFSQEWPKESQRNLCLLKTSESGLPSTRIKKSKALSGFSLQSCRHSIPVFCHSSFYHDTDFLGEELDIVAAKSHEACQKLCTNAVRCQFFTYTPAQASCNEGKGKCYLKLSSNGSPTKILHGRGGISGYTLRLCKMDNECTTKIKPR
Target sequence (P03951 388-625 limits assumed): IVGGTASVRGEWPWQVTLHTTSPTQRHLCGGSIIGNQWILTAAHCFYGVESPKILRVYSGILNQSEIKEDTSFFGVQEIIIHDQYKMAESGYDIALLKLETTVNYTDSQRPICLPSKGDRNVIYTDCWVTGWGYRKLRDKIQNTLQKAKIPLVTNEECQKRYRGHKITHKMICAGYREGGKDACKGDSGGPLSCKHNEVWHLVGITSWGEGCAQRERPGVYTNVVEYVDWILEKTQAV
FXIIa inh 1536: blocks human coagulation factor XIIa protease activity | P00748 | AID 800 | 220,000 tested, 0.3% active | inhibition, % at 5 µM | purified FXIIa, Boc-QGR-AMC fluorogenic substrate, 2 h; in the data active means inhibition above about 40%;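 further: 0% = enzyme with no compound and 100% = blank without enzyme; many of its hits are not listed in these tables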
Rad51 HR inh: blocks human Rad51 in homologous recombination; Q06609; hRad51 DNA strand exchange, fluorescence dequenching; inhibition, % at 10 µM; 200,000 tested, 0.085% active;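 active means inhibition above 40% at the single screening dose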;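 further: 0% = DMSO control wells and 100% = blanks with heterologous ssDNA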
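Test system: preformed human Rad51 ssDNA filaments. Compound dosing: single dose, 10 µM final compound. Incubation: filaments 15 min 37 °C, then compound 30 min. Technique: FRET fluorescence dequenching, excitation 485 nm, emission 520 nm. Read-out basis: percent inhibition from fluorescence, normalised to plate control and blank means. Benchmarks: plate controls and plate blanks.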
thrombin 1536: blocks human thrombin protease activity | P00734 | alpha-thrombin, Boc-VPR-AMC fluorogenic substrate cleavage | inhibition, % at 5 µM | 220,000 tested, 0.26% active | AID 1046;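 active means inhibition at or above 40%; inactive means inhibition below 40%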;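 further: 0% = enzyme with no compound and 100% = wells without enzyme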
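Material: human alpha-thrombin protein; Also added: Boc-VPR-AMC substrate, 15 µM final; Timing: enzyme reaction carried out at room temperature; Signal: fluorescence, ex 355 nm, em 460 nm; Measure: % inhibition of thrombin; Controls: enzyme without compound as high, wells lacking enzyme as low.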
Cl transport mod: modulates chloride dependent transport by human KCC2; Q9H2X9; KCC2 cells, thallium flux FluoZin-2 fluorescence; B-score of Tl+ flux slope (higher = more flux/activation; lower = inhibition) at 10 µM; 190,000 tested, 2.2% active; AID 1456;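 active means thallium flux slope and its plate-corrected score both differing from the plate sample mean at a set confidence after two filtering rounds, in either direction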;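 further: slope of fluorescence scaled to starting intensity during 10 to 20 s after thallium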
hK5 inh: kallikrein 5 (human) inhibition. recombinant hK5, fluorogenic AMC substrate cleavage. inhibition, % at 5 µM. 210,000 tested, 0.59% active. AID 873;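 active means inhibition of 40% or more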;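 further: 0% = enzyme controls without compound and 100% = no-enzyme blanks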
Target sequence (Q9Y337 67-293 limits assumed): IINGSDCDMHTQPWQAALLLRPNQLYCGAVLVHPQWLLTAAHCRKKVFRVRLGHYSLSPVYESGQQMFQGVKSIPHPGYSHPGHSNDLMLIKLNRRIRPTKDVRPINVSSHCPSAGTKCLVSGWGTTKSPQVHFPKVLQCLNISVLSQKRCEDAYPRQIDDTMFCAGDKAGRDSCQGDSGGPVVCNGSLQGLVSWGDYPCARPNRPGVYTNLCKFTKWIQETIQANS
An asterisk follows results filed as active; . = not tested or not shown; [ ] = dose if it differs, or a comment. Not all compounds are listed; count on the stated rates, not on these rows.

SMILES	Furin inh	m-calpain inh	PERK inhibitor	FXIa inh 1536	FXIIa inh 1536	Rad51 HR inh	thrombin 1536	Cl transport mod	hK5 inh
CCOC(=O)CCCSc1nnc(CCCCCN2C(=O)c3cccc4cccc(c34)C2=O)o1	-17	10	1.1	4	12	-8	-4	-1.3	-4
CCOC(=O)C(=O)Cc1nc2ccccc2s1	-16	8	1.4	2	6	-23	-4	0.0093	1
Cc1cc(C(=O)NNC(=O)c2ccc(S(=O)(=O)N(C)C)cc2)c(C)o1	-22	-9	1.0	7	12	.	3	0.21	-6
CC1CC(C)CN(CC(=O)c2cccs2)C1 (centres undefined)	-18	-5	1.1	2	10	-43	4	0.39	2
CCN(CC)CCCNC(=O)C(C)n1nc(C)c2sc3ccccc3c2c1=O (centres undefined)	-15[20 µM]	2	-0.7	-3	11	1	0	0.24	-1
O=C(c1cnc(N2CCN(c3ncccn3)CC2)c2ccccc12)N1CCN(c2ccccn2)CC1	-12	9	-0.7	-6	3	3	-3	-2.1	-22
COCc1cc(Sc2c(Cl)cccc2Cl)nc(-c2ccccc2)n1	-17	-9	0.0	5	15	-4	3	0.099	-2
Clc1ccc(-c2cc(-c3nnc4n3CCCCC4)c3ccccc3n2)cc1	-17	-9	-1.0	1	12	-6	-2	0.083	-3
CCOc1ccc(C2C(C(=O)C3CC3)N3C=C(C#N)C=CC3C2(C#N)C#N)cc1 (centres undefined)	-9[20 µM]	-75	-0.9	-4	-1	2	-5	2.4	0
O=c1c2c(nc3c(-c4ccccc4)c[nH]n13)CCC2	-15	-190	1.4	-11	-11	-7	-4	0.77	-12
CC[C@H](C)[C@@H]1NC(=O)c2cc([N+](=O)[O-])cc(F)c2NCCCC[C@@H](C(N)=O)NC(=O)[C@H](CC(N)=O)NC1=O	-24	-18	-0.1	2	15	-2	-6	0.18	-8
O=C(CSc1nnc(-c2ccc(O)cc2)o1)Nc1ccc2c(c1)OCCO2	-8[20 µM]	-20	0.1	13	15	1	4	-0.12	3
COc1ccc(Cn2c(C)nc([N+](=O)[O-])c2SCC(=O)O)cc1[N+](=O)[O-]	-16	-22	1.5	-4	2	-2	-10	0.32	-3
COc1ccc(OC)c(NC(=O)COC(=O)CN(C)S(=O)(=O)c2ccc(C)cc2)c1	-20	-8	0.9	11	14	6	-1	-0.12	-6
CC(CCc1ccccc1)NCc1ccncc1 (centres undefined)	-16[20 µM]	10	0.5	4	17	-1	1	.	-10

Quoted from the listing (13 entries):
SMILES	Furin inh	m-calpain inh	PERK inhibitor	FXIa inh 1536	FXIIa inh 1536	Rad51 HR inh	thrombin 1536	Cl transport mod	hK5 inh
CCOC(=O)CCCSc1nnc(CCCCCN2C(=O)c3cccc4cccc(c34)C2=O)o1	-17	10	1.1	4	12	-8	-4	-1.3	-4
CCOC(=O)C(=O)Cc1nc2ccccc2s1	-16	8	1.4	2	6	-23	-4	0.0093	1
Cc1cc(C(=O)NNC(=O)c2ccc(S(=O)(=O)N(C)C)cc2)c(C)o1	-22	-9	1.0	7	12	.	3	0.21	-6
CC1CC(C)CN(CC(=O)c2cccs2)C1 (centres undefined)	-18	-5	1.1	2	10	-43	4	0.39	2
CCN(CC)CCCNC(=O)C(C)n1nc(C)c2sc3ccccc3c2c1=O (centres undefined)	-15[20 µM]	2	-0.7	-3	11	1	0	0.24	-1
O=C(c1cnc(N2CCN(c3ncccn3)CC2)c2ccccc12)N1CCN(c2ccccn2)CC1	-12	9	-0.7	-6	3	3	-3	-2.1	-22
COCc1cc(Sc2c(Cl)cccc2Cl)nc(-c2ccccc2)n1	-17	-9	0.0	5	15	-4	3	0.099	-2
Clc1ccc(-c2cc(-c3nnc4n3CCCCC4)c3ccccc3n2)cc1	-17	-9	-1.0	1	12	-6	-2	0.083	-3
CCOc1ccc(C2C(C(=O)C3CC3)N3C=C(C#N)C=CC3C2(C#N)C#N)cc1 (centres undefined)	-9[20 µM]	-75	-0.9	-4	-1	2	-5	2.4	0
O=c1c2c(nc3c(-c4ccccc4)c[nH]n13)CCC2	-15	-190	1.4	-11	-11	-7	-4	0.77	-12
CC[C@H](C)[C@@H]1NC(=O)c2cc([N+](=O)[O-])cc(F)c2NCCCC[C@@H](C(N)=O)NC(=O)[C@H](CC(N)=O)NC1=O	-24	-18	-0.1	2	15	-2	-6	0.18	-8
O=C(CSc1nnc(-c2ccc(O)cc2)o1)Nc1ccc2c(c1)OCCO2	-8[20 µM]	-20	0.1	13	15	1	4	-0.12	3
COc1ccc(Cn2c(C)nc([N+](=O)[O-])c2SCC(=O)O)cc1[N+](=O)[O-]	-16	-22	1.5	-4	2	-2	-10	0.32	-3

New compounds follow.
SMILES	Furin inh	m-calpain inh	PERK inhibitor	FXIa inh 1536	FXIIa inh 1536	Rad51 HR inh	thrombin 1536	Cl transport mod	hK5 inh
CC1=C(C(=O)Nc2ccccc2)C(c2ccc(C)o2)n2ncnc2N1 (centres undefined)	-26	6	0.5	20	29	5	6	-0.91	-11
O=C(c1oc(=O)c2ccccc2c1-c1ccccc1)N1CCOCC1	-23	39	-1.0	-9	-6	8	-12	.	-22
Cc1cc(NC(=O)Cc2cn3ccsc3n2)n(-c2ccccc2)n1	-11[20 µM]	3	-0.1	8	9	0	2	2	-16
CC(=O)c1cccc(NC(=O)c2c(F)c(F)c(F)c(F)c2F)c1	-11	51*	0.7	4	14	-9	0	-1.3	-17
COCc1c(C(=O)OC)nnn1-c1ccc(C(F)(F)F)cc1[N+](=O)[O-]	-27	16	0.6	-5	10	.	-3	-1.4	.
COc1ccc(CCNC(=O)CN(CCc2ccccc2)S(C)(=O)=O)cc1OC	-17	-3	0.7	-4	2	-5	-1	-0.76	-10
CC(=O)N=c1c(C#N)cc2c(=O)n3ccccc3nc2n1CCCOC(C)C	-72	13	0.5	-5	-6	.	-9	-0.4	-5
O=C(Cn1nnc2ccccc2c1=O)N[C@H](C(=O)O)c1ccccc1	-3	-14	0.3	-1	0	5	-4	0.8	-1
O=C(CCC(=O)N1CCN(c2ccc(O)cc2)CC1)c1cccs1	-6	14	0.4	29	32	-2	15	1	15
CCCCn1c2nc3ccccc3nc2c2c(=O)n(C(C)CC)cnc21 (centres undefined)	-33	-495	0.1	0	5	6	-6	-1.5	-4
CCOC(=O)C1CCN(S(=O)(=O)c2cc(Br)cc3c2N(C(C)=O)C(C)C3)CC1 (centres undefined)	-22	-17	-0.4	-6	1	-1	-4	-0.1	-12
c1ccc(-c2cnc(SCCN3CCOCC3)n2CC2CCCO2)cc1 (centres undefined)	-24[20 µM]	14	0.0	-10	2	-1	-1	0.46	-10
COCn1ccnc1C(O)(c1ccc(OC)cc1)c1ccc(OC)cc1	-15	-13	1.0	2	3	-5	-1	0.12	-13
COc1cccc2cc(C(=O)NCc3ccccn3)c(=O)oc12	-19[20 µM]	-54	0.6	9	16	-2	4	0.4	-4
Cn1c(=O)c(C#N)c(-c2ccc(F)cc2)c2cc(C(=O)c3cc(Cl)cc(Cl)c3O)cnc21	-21	0	0.7	-1	5	7	-6	-3	-1
Cc1cn2c(nc1=O)OC1CC2OC1CO (centres undefined)	-33	-21	1.2	1	14	2	4	-0.5	1
Cc1cc(C)n(-c2nnc(C)n2/N=C/c2ccc(O)cc2)n1	-21	-30	0.4	-1	4	-3	-12	0.48	4
Cc1c(NC2(C#N)CCCCC2)c(=O)n(-c2ccccc2)n1C	-12	-20	0.1	-3	6	-8	-8	.	6
CC1S/C(=C(\C#N)C(=O)NCc2ccco2)N(Cc2ccco2)C1=O (centres undefined)	-11	-8	0.2	-6	3	-9	-3	-2	8
COc1ccc(-c2noc(-c3ccc(Cl)cc3[N+](=O)[O-])n2)cc1OC	0	3	-0.1	-1	10	-3	-12	-1.7	-16
COC(=O)C1CCC(C)(C(=O)Nc2ccccc2)C1(C)C (centres undefined)	-27	31	0.8	9	13	6	3	-0.038	1
Cc1c(C(=O)N2CCCC2)sc(NC(=O)c2ccc(Cl)cc2)c1C#N	-8[20 µM]	-8	0.4	10	15	-11	1	0.073	-1
CCCC(c1nnnn1Cc1ccco1)N1CCN(c2ccccc2)CC1 (centres undefined)	-22	-22	-0.5	-5	7	1	-15	-0.14	-3
CN(C)CCNC(=O)Nc1ccc(F)cc1F	-18	1	1.2	-2	12	2	4	0.37	-10
Cc1cccc(C(=O)NC2CC3CCCC(C2)N3C(=O)NC2CCCCC2)c1 (centres undefined)	-11[20 µM]	12	0.2	20	22	-6	1	0.15	-3
O=C(C1=NN[C@@H]2C(=O)N(c3cccc(C(F)(F)F)c3)C(=O)[C@H]12)c1ccc2ccccc2n1	-10	-2	0.6	2	4	4	-4	0.74	0
O=C(CCNC(=O)c1ccccc1Cl)Nc1nccs1	-29	-15	1.3	0	4	-7	-6	-0.63	-1
C=CCNc1nc(N2CCCCC2)c(C#N)c2c1CN(Cc1ccccc1)CC2	-26	-47	-1.0	7	17	-14	1	.	-30
Cc1nc(C)c(-c2nnc(-c3ccccc3Cl)o2)cc1C(=O)NN	-17	-14	0.7	3	6	21	2	-0.014	4
Cc1c(Cl)cccc1NC(=O)Nc1cc(C(C)(C)C)nn1C	-15	-2	-1.1	5	10	1	2	0.092	1
CC1(C)C(=O)C2(CCCC2)C(=O)OC1c1ccco1 (centres undefined)	-26[20 µM]	19	0.8	-2	7	2	0	.	4
Cc1cc(C(C)(C)C)ccc1OCCN(C)C	-25	-5	0.8	17	16	-3	-6	-0.43	-1
